GAA glycogen mod – GAA glycogen-cleavage inhibition or activation; P10253; 300,000 tested, 0.38% active; recombinant GAA, glycogen substrate, Amplex Red glucose oxidase fluorescence; Potency, µM (doses to about 76.4 µM), inactives show at the top dose activity change, negative = inhibition, actives largely listed as inhibitors; AID 2100;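 also: 0% = full enzyme reaction and -100% = no-enzyme basal signal; the screen sought inhibitors and activators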
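Recombinant human enzyme (4 nM); glycogen substrate; 37 C, 40 min, pH 5.0. Readout: coupled glucose oxidase/Amplex Red fluorescence.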
GoLoco inh red – blocks human Gai1 binding to RGS12 GoLoco peptide, red readout; P63096; Gai1:RGS12 GoLoco peptide FP, rhodamine, 10 min; Potency, µM (highest dose often 61.6 µM), for the others: at the top dose activity, negative = inhibition, hits mostly inhibitors; 230,000 tested, 0.44% active; AID 880; active = well fitted inhibition curve with a large enough effect, not every such curve was filed as active; inactive = no such curve, though single readings can be large or run the other way; also: % is scaled to controls: 0 for no effect and ±100 for the full control effect; nearly all actives have a fitted effect of over 30% in size; many of its hits are not listed in these tables
Target sequence (P63096 whole entry, looked up): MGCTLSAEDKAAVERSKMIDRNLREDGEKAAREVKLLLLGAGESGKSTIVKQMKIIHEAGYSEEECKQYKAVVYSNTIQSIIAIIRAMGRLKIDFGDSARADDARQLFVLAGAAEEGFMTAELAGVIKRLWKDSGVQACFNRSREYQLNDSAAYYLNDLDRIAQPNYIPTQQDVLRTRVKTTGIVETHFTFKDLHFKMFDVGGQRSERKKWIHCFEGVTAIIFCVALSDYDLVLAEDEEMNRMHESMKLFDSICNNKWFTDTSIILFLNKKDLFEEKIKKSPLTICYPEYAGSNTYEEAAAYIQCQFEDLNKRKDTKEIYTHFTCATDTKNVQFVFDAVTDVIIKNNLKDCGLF
aGlu spleen mod – lysosomal alpha-glucosidase (human) modulation; P10253; human spleen homogenate, 4-MU-alpha-glucoside fluorescence; Potency, µM (highest dose often 79.9 µM), for the others: top-dose activity change, negative = inhibition, usual class: inhibitors; 240,000 tested, 0.006% active;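 also: 0% = enzyme with vehicle and -100% = no enzyme basal signal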
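Human spleen homogenate (1 ug) incubated with compounds and 1 mM 4-methylumbelliferyl-alpha-D-glucopyranoside in pH 5.0 citrate/phosphate buffer, 37 C, 40 min. Stopped at pH 10; 4-MU fluorescence (Ex 365/Em 440 nm); AC50 by Hill fit.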
HTT ATP protect – cytoprotection in Huntington HTT-Q103 PC12 cell model. PC12 HTT-Q103 induced, cytoprotection, ATP luminescence, 40 h. 230,000 tested, 0.14% active. Potency, µM (highest dose often 56.4 µM), without a hit: cytoprotection (ATP increase), hits mostly activators;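 also: % of control where 0% means no effect; nearly all actives have a fitted effect of over 45% in size; toxic huntingtin expression switched on by the ecdysone agonist tebufenozide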
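Cells were plated at 1500 per well in phenol red-free DMEM with 5% equine and 5% calf serum. Tebufenozide (100 nM final) and compounds were added, then ATPlite reagent, and luminescence was read.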
GAA inh – blocks human lysosomal alpha-glucosidase; purified human GAA, 4-MU-alpha-glucoside fluorescence; AID 1466; P10253; 200,000 tested, 0.005% active; Potency, µM (highest dose often 76.9 µM), for the others: at the highest dose activity change, negative = inhibition, actives largely listed as inhibitors;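 also: plate controls were uninhibited enzyme wells for no effect and no-enzyme background for full effect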
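qHTS format, compound range up to 77 uM. Human lysosomal enzyme at 4 nM, 400 uM 4-MU glucoside substrate, pH 5.0, 20 min room temperature; fluorescence after alkaline stop gives activity normalized to controls.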
HttQ103 aggreg – mutant huntingtin aggregation inhibition | PC12 HttQ103-GFP aggregates, Acumen cytometry, 40 h | Potency, µM (highest dose often 46.1 µM), inactives show at the top dose activity change, negative = inhibition, actives largely listed as inhibitors | 220,000 tested, 1.1% active; also: % is scaled to controls: 0 for no effect and ±100 for the full control effect; nearly all actives have a fitted effect of over 60% in size
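PC12 cells with ecdysone-inducible HTT exon1 Q103-GFP, induced by 100 nM tebufenozide, given compounds in a concentration series. GFP aggregates (1–25 um, 6 SD above background) counted in lysates by laser-scanning cytometry, 488 nm excitation.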
IMPase Li inh – IMPase inhibition in cells with lithium potentiation. CHO-M1 cells, IP1 TR-FRET (IP-One), carbachol + lithium. Potency, µM (doses to about 59.4 µM), for the others: at the top dose activity, negative = IMPase inhibition, most hits filed as inhibitors. 210,000 tested, 0.35% active;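 also: IP1 builds up when IMPase is blocked and the TR-FRET signal falls; plate controls were basal vehicle for no effect and high inhibitor control for full effect; nearly all actives have a fitted effect of over 50% in size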
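CHO-M1, 2000 cells/well, 16–30 h culture; cpd + low Li+, 30 min 37C; lysis with d2-IP1/Eu-anti-IP1 Ab, 10 min RT; TR-FRET 665/620 ratio and 620 channel; AC50 via Hill.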
* = called active by the depositor; ? = inconclusive; . = no result given; & = joins results of further samples; [ ] = another dose, or the depositor's remark. Unless noted, calls follow the shape of the dose curve; as a rule, active = well fitted curve in the direction sought with a large enough effect; inconclusive = small, poorly fitted or top-dose-only effect, or another doubt; inactive = no such curve, though single readings can be large; an effect the other way counts as inactive or inconclusive. Potency is read from the fitted curve at half-maximal effect. Only part of the results is shown; rates above refer to the full screens.

SMILES | GAA glycogen mod | GoLoco inh red | aGlu spleen mod | HTT ATP protect | GAA inh | HttQ103 aggreg | IMPase Li inh
COc1ccc(C2=NCCNC(C(F)(F)F)=C2)cc1 | -1% | 8% | -12% | . | 0% | 20% | 1%
CCCCC1=C([O-])C2N=CC=CC2=[N+](c2ccccn2)C1=O (configuration not stated) | 9% | 1% | 2% | 24%[10 µM] | -2% | 26% | 3%
COc1ccc(/C=N/NC(=O)Cc2ccc(Cl)cc2)cc1OC | 2% | 3% | 10% | -27% | 2% | 20% | 4%
CCOC(=O)Cc1nnc(NC(=O)CSc2nnc3c4ccccc4n(C)c3n2)s1 | -7% | . | -1% | 4%[10 µM] | -2% | 5% | .
CSc1ccccc1NC(=O)CN(C)CC(=O)Nc1ccccc1C(F)(F)F | -13% | 6% | 0% | -74%[inhibitor] | 0% | -8% | 1%
CSc1ccc(C2CC(=O)Nc3c2c(=O)n(C)c(=O)n3C)cc1 (configuration not stated) | 4% | 10% | -4% | -14%[10 µM] | . | -16%[9.22 µM] | .
O=C(Cn1nc(Cc2cccnc2)c2ccccc2c1=O)Nc1ccc2c(c1)OCO2 | 2% | 9% | -6% | 3%[10 µM] | -2% | -21% | 12%[38.3 µM]
CC12CN3CC(C)(CN(C1)C31C(=O)N(Cc3ccccc3)c3ccccc31)C2=O (configuration not stated) | -10% | 4% | -3% | 10% | 0% | 14% | -8%[38.3 µM]
CCn1cc(/C=C/C(=O)NCc2c(C)nn(C)c2C)cn1 | -11% | 5% | 0% | 3% | -4% | 17% | -1%[38.3 µM]
C#CCN(N(C)c1ncc(C(F)(F)F)cc1Cl)S(=O)(=O)c1ccc2ccccc2c1 | -12% | 3% | -1% | 7% | -6% | 9% | 25%[38.3 µM]
CCOc1ccc(C(=O)N(Cc2ccc(OC)cc2)Cc2cc3cc(OC)ccc3[nH]c2=O)cc1 | 2% | 4% | -2% | -10% | 3% | 5% | 36%[activator][38.3 µM]
CC(C)(C)NC(=O)c1nn(Cc2ccccc2)c(=O)c2ccccc12 | -8% | 2% | 0% | -52%[inhibitor] | -4% | -3% | 3%
CC[n+]1c(-c2ccccc2)csc1Nc1c(C)n(C)n(-c2ccccc2)c1=O | 4% | 10% | -3% | 6%[1.9 µM] | -1% | 1% | 10%
CCOC(=O)C1CCCN(c2ncnc3c2cnn3-c2cccc(C)c2)C1 (configuration not stated) | -1% | -9% | 1% | -56%[inhibitor][0.074 µM] | 0% | 3% | -1%[38.3 µM]
O=C1NC(c2ccccc2)(C(F)(F)F)SC2=CCCCCN12 (configuration not stated) | 1% | 8% | 0% | 18%[10 µM] | 1% | -4% | 3%
COC(=O)c1cc(Cl)c(NS(=O)(=O)c2ccccc2)cc1OC | 2% | -4% | 4% | 3% | -6% | 2% | 18%[38.3 µM]
CC1=NNC(=S)NCCCN2CCN(CCCNC(=S)NN=C(C)C=NNC(=S)NCCCN3CCN(CCCNC(=S)NN=C1)CC3)CC2 | . | 6%[14.2 µM] | . | -5%[10 µM] | . | . | -4%
Cc1cc(C)c(NS(=O)(=O)c2ccc(NC(=O)/C=C/C(=O)O)cc2)c(C)c1 | -2% | 8% | -1% | . | 0% | -2% | -7%
CCOC(=O)NC(=O)c1cn(Nc2ccccc2)c(=O)[nH]c1=O | 2% | -6% | 8% | 20%[10 µM] | -11% | -4%[9.22 µM] | .
Cc1ccc(S(=O)(=O)CCc2nc3ccccc3[nH]2)cc1C | 2% | 1% | 2% | -34%[inhibitor] | -5% | -10% | -8%
COc1ccc(-c2cc(-c3c(O)c(OC)c4occc4c3OC)[nH]n2)cc1 | -9% | 3% | -14% | -64%[inhibitor] | -13% | ? | 61%[activator][38.3 µM]
Cc1cc(C)n(Cc2ccc(Cl)c(Cl)c2)c(=O)c1S(=O)(=O)c1ccccc1 | -2% | 0% | -3% | 9%[10 µM] | -18% | -12% | 23%[38.3 µM]
CC(C)(C)NC(=O)C1CCN(C(=O)c2ccc(-c3ccccc3)cc2)CC1 | 6% | -9% | 1% | -3% | -5% | -10% | 13%[38.3 µM]
CC(=O)NCCOc1nc(N(C)C)nc(N(C)C)n1 | 4% | 16% | -2% | 1%[0.074 µM] | -10% | -17% | 11%[38.3 µM]
COC(=O)C1=C(C)N(C)C(=O)NC1c1ccc(O)c(OC)c1 (configuration not stated) | ? | 1% | -6% | -10%[10 µM] | 3% | 3% | -1%
SMILES | GAA glycogen mod | GoLoco inh red | aGlu spleen mod | HTT ATP protect | GAA inh | HttQ103 aggreg | IMPase Li inh
Cc1c(-c2ccccc2)[n+](=O)c2c(n1[O-])CCCCC2 | -3% | 5% | 8% | 19%[10 µM] | 4% | -8% | 2%
Cc1ccc(NC(=O)N2CCCn3c(SCC(=O)c4ccccc4)nnc32)cc1 | -11% | 9% | -2% | 21%[10 µM] | . | -6%[9.22 µM] | .
O=c1c2ccccc2cnn1Cc1n[nH]c(=S)n1-c1cc(Cl)cc(Cl)c1 | 9% | 1% | 2% | -6%[10 µM] | 4% | 37% | -2%
Cn1c(=S)[nH]c2scc(-c3cccs3)c2c1=O | 4% | 5% | -8% | -31% | 3% | ? | ?
Cc1nc(SCC(=O)O)c(C#N)c(-c2ccco2)c1C(=O)N(C)C | 0% | -4% | -4% | -8%[10 µM] | . | -18%[9.22 µM] | .
O=S(=O)(NCC1CCCO1)c1ccc(-c2ccc(Cl)cc2)cc1 (configuration not stated) | 15% | -1% | 10% | . | -18% | ? | 14%
COc1ccc(-c2nc(=S)c3c(n2CCN2CCOCC2)CC(C)(C)OC3)cc1 | -7% | 3% | 2% | 6% | -8% | 21% | -21%[38.3 µM]
O=C(O)C1C2CCC(C2)C1C(=O)NCc1ccccn1 (configuration not stated) | 10% | -2% | -9% | 19% | 3% | -17% | 5%[38.3 µM]
Clc1c(CSc2nc3ccccc3o2)nc2sccn12 | -15% | -2% | -4% | -43%[inhibitor] | -1% | -15% | 15%[38.3 µM]
COc1ccc(N2CCN(C(=O)C3CCCO3)CC2)cc1 (configuration not stated) | 0% | -1% | -2% | -3% | -4% | 7% | 14%[38.3 µM]
CC1CCCN(C(=O)COC(=O)c2n[nH]c3ccccc23)C1 (configuration not stated) | 6% | 7% | 5% | -9%[0.074 µM] | ? | 12% | -3%[38.3 µM]
Cc1ccc2[nH]c(=O)c(CN(Cc3cccs3)S(=O)(=O)c3ccc4c(c3)OCCO4)cc2c1 | -7% | 4% | 4% | -10%[10 µM] | 0% | -19% | 9%
NC(N)=NC(N)=NCCc1ccccc1 | -1% | -4% | 3% | 17% | 9%[15.4 µM] | 8% | -1%&7%&-4%
O=[N+]([O-])c1cc(C(F)(F)F)ccc1NCCNC(=S)Nc1ccc(Cl)cc1 | -13% | 2% | 3% | -56%[inhibitor] | ? | ? | 23%[38.3 µM]
Cc1cc(C(=O)N/N=C/c2ccco2)c2ccccc2n1 | -4% | 4% | -10% | ? | 11% | 13% | -4%
CC(=O)OC/C=C(C)/C=C/C=C(C)/C=C/C1=C(C)CCCC1(C)C | . | -9%&-12%&11%&3% | -1%&9%&-8%&-14% | 9%&6%&-39%&13% | . | . | -3%&0%&27%&13%
CC(=O)Nc1ccc(NC(=O)Cc2ccc(S(=O)(=O)N3CCCCC3)s2)cc1 | 6% | 40%[activator] | 0% | -8%[10 µM] | -5% | 0% | 4%
CC(=O)N(c1ccccc1Cl)S(=O)(=O)c1ccc(Cl)cc1 | 6% | -21% | 0% | -42% | 3% | -19% | -6%
CC(=O)N1CCN(C(=S)c2ccc(Cl)cc2)CC1 | 2% | -1% | -3% | -32%[10 µM] | 4% | -9% | -6%
Cc1ccc2nsnc2c1NC(=O)Cc1ccc(Cl)cc1 | ? | 19% | 6% | -41%[inhibitor] | 6% | 7% | 2%
CC1CCN(S(=O)(=O)c2ccc(NC(=O)CSc3nnnn3C)cc2)CC1 | 3% | -6% | -5% | 1%[10 µM] | -2% | -6% | 25%[38.3 µM]
c1cc(CNc2ccc3c(c2)OCO3)ccn1 | 32µM* | -5% | -8% | -15%[10 µM] | -3% | -12% | 10%
CC(=O)Nc1cc2c(ccc3ccccc32)oc1=O | 4% | 5% | 7% | -55%[inhibitor] | ? | -18% | -22%
O=c1cc(-c2ccccc2)nc2nc(CCc3ccccc3)[nH]n12 | -7% | 1% | 1% | -1% | -7% | -15% | 14%[38.3 µM]
Fc1ccc(C2CC(c3ccc(F)cc3)n3ncnc3N2)cc1 (configuration not stated) | 8% | 7% | 2% | -19%[0.074 µM] | -10% | 6% | -1%[38.3 µM]

Of the compounds above, these contain a furan ring, fused or not:
SMILES | GAA glycogen mod | GoLoco inh red | aGlu spleen mod | HTT ATP protect | GAA inh | HttQ103 aggreg | IMPase Li inh
COc1ccc(-c2cc(-c3c(O)c(OC)c4occc4c3OC)[nH]n2)cc1 | -9% | 3% | -14% | -64%[inhibitor] | -13% | ? | 61%[activator][38.3 µM]
Cc1nc(SCC(=O)O)c(C#N)c(-c2ccco2)c1C(=O)N(C)C | 0% | -4% | -4% | -8%[10 µM] | . | -18%[9.22 µM] | .
Cc1cc(C(=O)N/N=C/c2ccco2)c2ccccc2n1 | -4% | 4% | -10% | ? | 11% | 13% | -4%

(cont.)
SMILES | GAA glycogen mod | GoLoco inh red | aGlu spleen mod | HTT ATP protect | GAA inh | HttQ103 aggreg | IMPase Li inh
COc1ccc(/C=C/c2cc(C(=O)O)c3ccccc3n2)cc1 | 2% | 6% | 11% | -95%[inhibitor][10 µM] | . | 0%[9.22 µM] | .
COc1cccc(-c2cc(C(F)(F)F)nc(-n3cccn3)n2)c1 | -1% | 3% | -3% | -7% | -7% | 8%[9.22 µM] | 7%[38.3 µM]
COc1ccc(/C=N/NC(=O)COc2ccc(Cl)cc2Cl)cc1Cn1nc(C)cc1C | 1% | 8% | -3% | 12%[10 µM] | 2% | -21% | 4%
CCCN1C(=O)c2ccccc2NC1c1ccc(C)cc1 (configuration not stated) | -7% | 3% | 2% | -14% | ? | -10% | 3%
O=c1oc(Cl)c(Cl)c2ccccc12 | . | 8%&-1% | -2%&3% | -24% | . | . | 12%&-17%
Cc1cc(C)c(O)c(-c2cc(C(=O)NCc3ccccc3)[nH]n2)c1 | ? | 1% | -1% | -26% | -3% | -8%[1.84 µM] | 46%[activator][38.3 µM]
N/C(=N\OC(=O)Cc1ccccc1[N+](=O)[O-])c1ccccn1 | -3% | 14% | 9% | 20% | 15% | -11%[9.22 µM] | 6%
CCOC(=O)CSc1nc2c(c(=O)[nH]c(=O)n2C)n1CCc1ccccc1 | 6% | 1% | 6% | 13% | 4% | 11% | 10%[38.3 µM]

Screens (PubChem)
